From PubChem BioAssay
NS5 inhibitors: Dengue-2 NS5 methyltransferase inhibitors, primary screen, biochemical, confirmation dose response (AID 588689) | inhibition, % at 25 µM; hits with a dose series show IC50 in µM | Dengue-2 NS5 methyltransferase capping enzyme assay, biochemical; higher % means a stronger effect | actives 0.3% (n = 340,000); in the data active means a potency from the dose series; inconclusive means inhibition above about 29% without an active follow-up result
K1F lysis inhibition: inhibition of K1F phage lysis, E. coli UTI89, bacterial capsule biogenesis inhibitors, alamar blue (AID 488966). E. coli UTI89 K1F phage lysis, alamar blue, 2 h; higher % means a stronger effect. actives 0.02% (n = 340,000). inhibition, % at 100 µM; hits with a dose series show IC50 in µM;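 active means phage lysis inhibition, versus mean bacterial control, above a set limit; inconclusive means no clear call, values can overlap the other calls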;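 further: capsule biogenesis inhibitors block K1F phage lysis so surviving cells raise fluorescence; higher fluorescence means more inhibition of phage lysis; actives were called in the ten point dose series up to 300 µM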
NS5 inhibitors pilot replicate: second read-out of NS5 inhibitors, no call of its own (marks repeat the call); inhibition, %; measured here: pilot screen replicate inhibition
An asterisk follows results filed as active; i = inactive; ? = inconclusive; [ ] = dose if it differs, or a comment. This is a subset; rates above refer to the full screens.

SMILES	NS5 inhibitors	K1F lysis inhibition	others
COc1cc(OC)c(OC)cc1CNC(=O)c1cc(S(=O)(=O)N(C)c2ccccc2OC)ccc1C	1%	-0.3%
COc1cccc2c1C(=O)c1c(O)c3c(c(O)c1C2=O)CC(O)(C(C)=O)CC3OC1CC(O)C(O)C(C)O1 (stereo not given)	?	-2.3%
O=C(Nc1ccc(C(=O)N2CCCCC2)cc1)C1CC1	-2%	0.2%
Cc1cc(=O)oc2c(C)cc(C(C)(C)C)cc12	-5%	3.5%
Nc1ccc2c3c(cccc13)-c1ccccc1-2	?	-0.8%
CCCCC1(CC)SCC(=O)NC1=O (stereo not given)	10%	-2.4%
Cc1cc(CSc2ccc(Cl)cc2)ccc1N	5%	0.1%
COc1ccc(CCN2C(=O)C=CC2=O)cc1OC	-38%	i
CC(=O)NC1CCC(OC(=O)Nc2ccccc2)CC1 (stereo not given)	2%	3.8%
O=c1cc(-c2ccccc2)oc2ccc(Cl)cc12	-1%	-1.4%
CC(=O)Nc1ccc2c(c1)-c1ccc(F)cc1C2=O	-1%	-1.1%
CC1CC(=O)N(CCc2ccccc2)C(=O)C1	0%	4.7%
COc1cc(OC)cc(C(=O)OCC(=O)Nc2nnc(-c3ccccc3)o2)c1	-6%	1.1%[50 µM]
O=C(COC(=O)C1=Cc2ccccc2OC1)NCc1ccc(F)cc1	3%	3.0%
Cc1ncnc(N)c1CCCNc1ccccc1	-12%	2.0%
COc1ccc(OC)c(C(=O)c2ccc([N+](=O)[O-])cc2)c1	5%	-3.2%
O=S(=O)(NC1CC1)c1ccc(Br)cc1N1CCC[C@H]1CO	-7%	0.1%
O=C(O)C(c1ccccc1)C(O)c1ccc2c(c1)OCO2 (stereo not given)	-2%	-0.3%
[O-]/[N+](=N\Nc1ccc(Cl)cc1)c1ccccc1	-2%	-0.4%
CCCCNc1ncnc2[nH]ncc12	3%	-2.1%
Cc1ccc(S(=O)(=O)N2CCN(C(=O)COC(=O)c3ncc(Cl)c(Cl)c3Cl)CC2)c(C)c1	-2%	-0.2%[50 µM]
CC(C)C[C@@H](CN1CCCC1CN1C(=S)NC[C@@H]1Cc1ccc(O)cc1)N1C[C@H](Cc2ccc(O)cc2)N(CC2CCCCCC2)C1=S (stereo not given in full)	0%	-0.2%	NS5 inhibitors pilot replicate=1.5
O=C(CCNS(=O)(=O)c1ccc(OC(F)(F)F)cc1)Nc1cccc(S(=O)(=O)N2CCCC2)c1	-1%	0.0%[50 µM]
CCN(CC)CCOCCn1c(C)ccc1C	11%	-4.0%
CC1CCC(=NO)C(=NO)C1 (stereo not given)	12%	-0.6%
O=c1[nH]nc(-c2n[nH]c(=O)o2)o1	-2%	-1.3%
COC(=O)C1C2CC(C(Br)C2Br)C1C(=O)O (stereo not given)	0%	-4.2%
CCCCN(c1ccccc1)S(=O)(=O)c1cccc(C(=O)Nc2c(C)n(C)n(-c3ccccc3)c2=O)c1	-3%	-0.2%[50 µM]
Nc1c(C2CCCCC2)c(=O)on1C(=O)c1ccccc1	-32%	-1.0%
CC1CC(=Cc2ccc([N+](=O)[O-])cc2)C(=O)O1 (stereo not given)	3%	0.1%
O=C(O)C1CCCCC1C(=O)Nc1ccc(S(=O)(=O)N2CCOCC2)cc1 (stereo not given)	4%	-0.2%
O=C(c1cc2nc(-c3ccccc3)cc(C(F)(F)F)n2n1)N1CCCC1	-1%	0.4%
N=C1C=CC(=C(c2ccc(N)cc2)c2ccc(N)cc2)C=C1	6%	-4.2%
CC(=NNC(=S)N1CC2CCC(CC2)C1)c1cccc(C)n1	-3%	?
COc1ccc(C(=O)c2ccc(Cl)cc2)c(OC)c1OC	2%	2.2%
O=C1CC(c2ccccc2)Oc2ccccc21 (stereo not given)	4%	-4.6%
O=C(O)C1CC2C3CC(C(=O)O)C(C3)C2C1 (stereo not given)	-4%	0.9%
OC(c1ccccn1)C(O)c1ccccn1 (stereo not given)	-6%	0.8%
CCNc1ncnc2c1cnn2C1CCCO1 (stereo not given)	3%	-2.6%
O=C(NCCc1ccccc1)c1cccc(NC(=O)C2CCC2)c1	1%	0.0%
CC1COCC(C)N1C1=C(Cl)C(=O)c2ccccc2C1=O (stereo not given)	16µM*	-3.4%
CCCCCC1C(C(=O)OCC)C(=O)NC1(C(=O)OCC)C(=O)OCC (stereo not given)	-1%	1.4%
O=C(O)C(Cc1cccs1)c1cccs1 (stereo not given)	6%	-3.1%
C=CCn1c(SCC(=O)N(CC)C2CCS(=O)(=O)C2)nc2scc(-c3ccccc3)c2c1=O (stereo not given)	4%	-0.6%[50 µM]
COC(=O)/C=C\C(C#N)(C#N)N=Cc1ccc(OC)cc1	-10%	-0.5%
COc1ccccc1C(CNC(=O)CNC(=O)c1cccc(Cl)c1)N1CCCC1 (stereo not given)	-6%	1.0%[50 µM]
O=c1c2c3nc4ccccc4nc3n(CCN3CCOCC3)c2ncn1CCN1CCOCC1	-5%	-0.2%
CCCC1OC(c2ccco2)OCC1CC (stereo not given)	-1%	-0.8%
CCOC(=O)[C@H]1[C@H]2COc3ccc(Br)cc3[C@H]2N2C(=O)CN(Cc3ccc(Cl)cc3)C(=O)[C@@]12C	-11%	0.5%
O=[N+]([O-])c1ccccc1N=Nc1c(O)[nH]c2ccc(F)cc12	0%	0.4%

(more compounds)
SMILES	NS5 inhibitors	K1F lysis inhibition	others
CCC(=NN=C(CC)c1ccccc1O)c1ccccc1O	-2%	-1.6%
O=C(O)c1cc(O)ccc1O	0%	3.7%
C[C@]12CC[C@H](O)CC1=C[C@H](O)C1C2CC[C@@]2(C)C1CC[C@@]2(O)C#Cc1ccc(CN)cc1 (stereo not given in full)	9%	-3.5%
COc1ccc(NC(=O)COC(=O)c2ccc(S(=O)(=O)N(C)c3ccccc3OC)cc2)cc1	4%	-0.6%[50 µM]
COc1ccccc1N1CCN(C(=O)c2cccc(S(=O)(=O)N3c4ccccc4CC3C)c2)CC1 (stereo not given)	-7%	-0.6%[50 µM]
O=C1NC(=S)NC1=Cc1ccco1	44%	-1.1%
COc1cc2c(cc1NC(=O)C(F)(F)F)-c1ccc(NC(=O)C(F)(F)F)cc1C2	2%	2.1%
CCN(CC(=O)Nc1c(F)cccc1F)C(=O)C1CCN(S(=O)(=O)c2ccccc2C(=O)OC)CC1	12%	0.3%[50 µM]
CCC(=O)OCOc1ccc(/C=C2/CCC(CN(C)C)C2=O)cc1 (stereo not given)	-55%	-8.3%
O=C(O)c1cccc2c1Oc1ccccc1S2(=O)=O	-1%	-1.9%
Cc1ccc(NC(=O)CCC(=O)c2ccccc2)cc1	-17%	0.4%
O=C(C1CC1)N1CCc2cc(Br)c(S(=O)(=O)N3CCCCCC3)cc21	-2%	0.1%
CCOC(=O)C1CCCN(C(=O)c2ccc(Cl)c(S(=O)(=O)N3CCc4ccccc43)c2)C1 (stereo not given)	3%	5.0%
Nc1ccn([C@@H]2O[C@H](CO)[C@@H](O)[C@H]2O)c(=O)n1	2%	-0.3%
O=[N+]([O-])c1ccc(NCCNc2ccc([N+](=O)[O-])cc2)cc1	3%	-2.2%
N#Cc1c(N)[nH]c2ccc(Sc3ccccc3)cc12	-2%	-6.5%
Oc1cc(O)c(CN2CCOCC2)cc1CN1CCOCC1	-19%	-1.6%
O=C(Nc1ccc2ccccc2c1[N+](=O)[O-])c1ccccc1	8%	-2.9%
CCCCCC(=O)Nc1cc(S(=O)(=O)N2CCCCC2)ccc1N1CCCCC1	-6%	0.8%[50 µM]
Cc1ccc2c(c1)-c1cc(C)ccc1C2=O	2%	0.7%
COc1ccc(C(=O)Nc2cccc(/C=C(/CCC(=O)O)c3nc4ccccc4s3)c2)cc1	-4%	4.1%
Cc1ccc(S(=O)(=O)NCC(=O)OC(C)C(=O)NCc2ccc3c(c2)OCO3)cc1 (stereo not given)	-9%	-0.3%[50 µM]
S=c1[nH]nc2ccccn12	-1%	0.4%	NS5 inhibitors pilot replicate=-5.5
COc1ccc(CNC(=O)CN2C(=O)NC(c3ccccc3)(c3ccccc3)C2=O)cc1OC	-7%	0.3%[50 µM]
COc1c2c(c(OC)c3c1c(=O)c1ccccc1n3C)OCO2	0%	-0.4%
Oc1ccc(C[C@H]2CNC(=S)N2CC2CCCN2C[C@H](Cc2ccc(O)cc2)N2C[C@H](Cc3ccccc3)N(CC3CCCCC3)C2=S)cc1 (stereo not given in full)	1%	0.2%	NS5 inhibitors pilot replicate=-1.8
COc1cc2c(O)cc(C(=O)O)c(-c3cc(OC)c(OC)c(OC)c3)c2cc1OC	-5%	-2.1%
CCOC(=O)C1=C(COC(=O)c2ccc(Cl)nc2)NC(=O)NC1C (stereo not given)	-6%	1.0%[50 µM]
CCCCN(C(C)=O)c1ccc2c(c1)C1CC2CCN1C(=O)OCc1ccccc1 (stereo not given)	-1%	-0.3%
CN(CC(=O)Nc1ccc(OC(F)(F)F)cc1)C(=O)c1ccccc1SCC(=O)N1CCCC1	-3%	0.3%[50 µM]
Oc1cccc(CN2CCOCC2)c1O	10%	-1.2%
CC1CC2OC2CC1COC(=O)C1CC2OC2CC1C (stereo not given)	-5%	0.8%
C=Cc1cc2c(cc1O)CCC1C2CCC2(C)C(O)CCC12 (stereo not given)	-5%	0.3%
CCOc1nc(OCC)c2[nH]c(C(=O)O)c(Br)c2n1	7%	2.1%
COC(=O)CCC1(C(N)=O)CCC(=O)c2ccccc21 (stereo not given)	3%	3.0%
CC(C)C[C@@H](CNCC(=O)[C@H](CC(=O)O)NC(=O)c1[nH]cnc1C(=O)N[C@H](CN)CC(C)C)NC(=O)c1nc[nH]c1C(=O)N[C@@H](C)C(=O)O	-3%	1.1%	NS5 inhibitors pilot replicate=-0.3
Cc1cccc(C(=O)NC2CCN(S(=O)(=O)c3cccc(F)c3)CC2)c1	1%	-0.2%	NS5 inhibitors pilot replicate=-2.1
Cc1ccc(NS(=O)(=O)N2CCCCC2)cc1	6%	-1.8%

Grouped by structure: those above containing four or more nitrogen atoms.
SMILES	NS5 inhibitors	K1F lysis inhibition	others
Cc1ncnc(N)c1CCCNc1ccccc1	-12%	2.0%
CCCCNc1ncnc2[nH]ncc12	3%	-2.1%
CC(C)C[C@@H](CN1CCCC1CN1C(=S)NC[C@@H]1Cc1ccc(O)cc1)N1C[C@H](Cc2ccc(O)cc2)N(CC2CCCCCC2)C1=S (stereo not given in full)	0%	-0.2%	NS5 inhibitors pilot replicate=1.5
O=c1[nH]nc(-c2n[nH]c(=O)o2)o1	-2%	-1.3%
CCCCN(c1ccccc1)S(=O)(=O)c1cccc(C(=O)Nc2c(C)n(C)n(-c3ccccc3)c2=O)c1	-3%	-0.2%[50 µM]
O=C(c1cc2nc(-c3ccccc3)cc(C(F)(F)F)n2n1)N1CCCC1	-1%	0.4%
CC(=NNC(=S)N1CC2CCC(CC2)C1)c1cccc(C)n1	-3%	?
CCNc1ncnc2c1cnn2C1CCCO1 (stereo not given)	3%	-2.6%
O=c1c2c3nc4ccccc4nc3n(CCN3CCOCC3)c2ncn1CCN1CCOCC1	-5%	-0.2%
O=[N+]([O-])c1ccccc1N=Nc1c(O)[nH]c2ccc(F)cc12	0%	0.4%
O=[N+]([O-])c1ccc(NCCNc2ccc([N+](=O)[O-])cc2)cc1	3%	-2.2%
Oc1ccc(C[C@H]2CNC(=S)N2CC2CCCN2C[C@H](Cc2ccc(O)cc2)N2C[C@H](Cc3ccccc3)N(CC3CCCCC3)C2=S)cc1 (stereo not given in full)	1%	0.2%	NS5 inhibitors pilot replicate=-1.8
CC(C)C[C@@H](CNCC(=O)[C@H](CC(=O)O)NC(=O)c1[nH]cnc1C(=O)N[C@H](CN)CC(C)C)NC(=O)c1nc[nH]c1C(=O)N[C@@H](C)C(=O)O	-3%	1.1%	NS5 inhibitors pilot replicate=-0.3
